Screens (PubChem BioAssay)
MBNL1-CUG inh: qHTS Assay for Inhibitors of MBNL1-poly(CUG) RNA binding. 280,000 tested, 0.036% active. Muscleblind-like protein 1 (Homo sapiens), Q9NR56. Potency, µM (top dose mostly 57.5 µM), without a hit: at the top dose activity change, negative = inhibition, usual class: inhibitors. TR-FRET MBNL1-His/biotin-(CUG)12 binding, 665/545 ratio; active means well fitted inhibition curve with a large enough effect in the signal ratio, with a control signal flat, not every such curve was filed as active; inconclusive means small, poorly fitted or top-dose-only effect, or effect the other way, or a change in a side signal; inactive means no such curve, though single readings can be large or run the other way; the % refers to the signal ratio; further: on the % scale 0 is the no-effect control and ±100 the full control effect
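Compounds (final 92 nM to 58 uM) are added to His-tagged MBNL1 and biotin-(CUG)12, then terbium anti-His antibody and streptavidin-XL665 (5 nM final). After 60 min at room temperature, the 665/545 nm ratio is read.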
Rab9 promoter act: qHTS Assay for Rab9 Promoter Activators. AID 485297, 2010. Potency, µM (series often up to 9.22 µM), inactives show at the top dose activation, negative = inhibition, hits mostly activators. 320,000 tested, 2.8% active. Huh7 Rab9 promoter-luciferase reporter, luminescence, 24 h; further: % of control where 0% means no effect; nearly all actives have a fitted effect of over 60% in size
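Measured in stably transfected Huh7 cells bearing a Rab9 promoter–luciferase construct: 24 h compound treatment at 37 °C, followed by luminescence detection.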
CXXC DNA block: qHTS Fluorescence Polarization Assay for Inhibitors of MLL CXXC domain - DNA interaction; Histone-lysine N-methyltransferase 2A (Homo sapiens), Q03164; MLL-CXXC / FITC-HOXA9 DNA fluorescence polarization; Potency, µM (highest dose often 115 µM), for inactives: top-dose activity change, negative = inhibition, actives largely listed as inhibitors; 290,000 tested, 0.037% active; AID 2662, 2010; active means well fitted inhibition curve with a large enough effect in the polarisation, with a control signal flat, not every such curve was filed as active; inconclusive means small, poorly fitted or top-dose-only effect, or effect the other way, or a change in a side signal; inactive means no such curve, though single readings can be large or run the other way; the % refers to the polarisation
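Purified MLL-CXXC (added from a 7 uM solution) was preincubated 5 min at ambient with pinned compounds in 50 mM Tris-HCl pH 7.5, 50 mM NaCl, 1 mM DTT, 0.05% BSA. Fluorescein-labeled HOX-A9 DNA (50 nM solution) followed, 30 min, then polarization read.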
ELG1 genotoxic: qHTS screen for small molecules that induce genotoxicity in human embryonic kidney (HEK293T) cells expressing luciferase-tagged ELG1. HEK293T ELG1-luciferase reporter, luminescence, 16 h. 330,000 tested, 1.3% active. Potency, µM (top dose mostly 46 µM), for the others: top-dose activity change, positive = activation, usual class: activators; further: % of control where 0% means no effect; nearly all actives have a fitted effect of over 60% in size
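Cells (2,000/well) expressing the ELG1-luciferase fusion are dosed by pin tool and kept 16 hr at 37 °C, 5% CO2. Signal comes from ONE-Glo luciferase reagent after 30 min at room temperature.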
Gal4-VP16 FLuc: VP16 counterscreen qHTS for inhibitors of ROR gamma transcriptional activity | 310,000 tested, 3.5% active | Drosophila S2 Gal4-VP16 UAS-luciferase, luminescence, 20 h | Potency, µM (top dose mostly 53.6 µM), without a hit: at the top dose activity, negative = inhibition, hits mostly inhibitors | AID 2546, 2010;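 further: Gal4-VP16 expression switched on by copper sulfate through the metallothionein promoter; on the % scale 0 is the no-effect control and ±100 the full control effect; nearly all actives have a fitted effect of over 50% in size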
BRCA1 expr act: qHTS Assay to Identify Small Molecule Activators of BRCA1 Expression | MCF7-BRCA1-FFLuc reporter, luminescence, 48 h; response scale: scaled: vehicle 0%, 10 µM genistein 100% | Potency, µM (titrated, usually from 46.1 µM), inactives show at the top dose activation, most hits filed as activators | 380,000 tested, 1.1% active | AID 624202, 2012; further: nearly all actives have a fitted effect of over 80% in size; some results filed as inactive show a strong effect at the top dose
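Using MCF7 cells harboring a BRCA1 firefly luciferase reporter, plated 2 h before compound pinning, the screen measured luminescence after 48 h incubation. Responses were normalized to DMSO and 10 microM genistein, then fitted for concentration-effect.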
p53 reactivator: qHTS assay for re-activators of p53 using a Luc reporter; Potency, µM (series often up to 92.2 µM), inactives show at the highest dose activity change, positive = activation, usual class: activators; AID 504706, 2011; H1299 p53-A138V BP100-luciferase reporter, luminescence, 24 h; 320,000 tested, 0.063% active; further: % of control where 0% means no effect; nearly all actives have a fitted effect of over 45% in size
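p53-null H1299 cells stably carrying temperature-sensitive p53-A138V and a BP100-luciferase reporter were pinned with compounds (4-point, 1:5 series) and held 24 hrs at 37 deg C. Luminescence was read 10 min after detection reagent.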
RORgamma inh: qHTS for inhibitors of ROR gamma transcriptional activity; 310,000 tested, 5.4% active; Nuclear receptor ROR-gamma (Mus musculus), P51450; Drosophila S2 Gal4-RORgamma UAS-luciferase reporter, 20 h; Potency, µM (titrated, usually from 53.6 µM), inactives show top-dose activity change, negative = inhibition, most hits filed as inhibitors; further: on the % scale 0 is the no-effect control and ±100 the full control effect; nearly all actives have a fitted effect of over 60% in size
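ROR gamma transcriptional activity was tracked as Gal4-UAS luciferase output in stably transfected Drosophila Schneider cells, with compound added 1 hr before 700 uM copper sulfate induction and a 20 hr ambient-temperature incubation.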
NPC1 promoter act: qHTS Assay for NPC1 Promoter Activators | Potency, µM (highest dose often 9.22 µM), without a hit: at the highest dose activation, most hits filed as activators | Huh7 NPC1 promoter luciferase reporter, 24 h | 320,000 tested, 2.4% active;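 further: % of control where 0% means no effect; nearly all actives have a fitted effect of over 60% in size; reporter is driven by a mutant NPC1 promoter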
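Stable NPC1-promoter luciferase Huh7 line; cpd (DMSO) 24 h, 37 °C, 5% CO2; Amplite luciferase reagent 10 min RT; luminescence readout. qHTS format.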
uPA surface inh: qHTS for Inhibitors of Cell Surface uPA Generation | cell surface uPA generation assay, qHTS | Potency, µM (top dose mostly 38.3 µM), without a hit: at the top dose activity change, negative = inhibition, most hits filed as inhibitors | 330,000 tested, 0.31% active; active means well fitted inhibition curve with a large enough effect; inconclusive means small, poorly fitted or top-dose-only effect; inactive means no such curve, though single readings can be large or run the other way; tested in mouse RAW 264.7 cells; further: on the % scale 0 is the no-effect control and ±100 the full control effect; nearly all actives have a fitted effect of over 55% in size
FLuc modulator: qHTS profiling assay for firefly luciferase inhibitor/activator using purifed enzyme and Km concentrations of substrates (counterscreen for miR-21 project); Luciferin 4-monooxygenase (Photinus pyralis), P08659; purified FLuc, Km substrates, luminescence inhibition; Potency, µM (top dose mostly 57.5 µM), for inactives: at the top dose activity change, negative = inhibition, usual class: inhibitors; 360,000 tested, 6.9% active; AID 588342, 2011;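 further: plate controls were vehicle for no effect and reference inhibitor for full effect; nearly all actives have a fitted effect of over 55% in size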
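Purified P. pyralis luciferase, 10 nM final, with Km-level 10 uM D-luciferin and 10 uM ATP in 50 mM Tris acetate pH 7.5, 10 mM Mg acetate, 0.01% Tween-20, 0.05% BSA; 6-point qHTS titration about 60 µM downward; luminescence read.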
* marks the source's active call; other numbers are inactive results; u = inconclusive; x = not tested or not shown; & = joins results of further samples; [ ] = remark or other dose. Unless noted, the call rests on the fitted dose curve; in most records, active means well fitted curve in the direction sought with a large enough effect; inconclusive means small, poorly fitted or top-dose-only effect, or another doubt; inactive means no such curve, though single readings can be large; an effect the other way counts as inactive or inconclusive. Potency means the concentration at half of the fitted maximal effect. The list is partial; rates above refer to the full screens.

SMILES	MBNL1-CUG inh	Rab9 promoter act	CXXC DNA block	ELG1 genotoxic	Gal4-VP16 FLuc	BRCA1 expr act	p53 reactivator	RORgamma inh	NPC1 promoter act	uPA surface inh	FLuc modulator
CN1C2C=C3C(C#N)=C(N)C(C#N)(C#N)C(c4ccc(Br)cc4)C3C1CC2 (configuration not stated)	u	-6%	7%	-2%	-5%	-46%	7%	u	1%	5%	5%
O=C(Nc1cccnc1N1CCOCC1)c1ccco1	-3%	4%[1.84 µM]	2%	-1%	0%	27%	-23%	-2%	-3%	-5%	3%
O=C1CC(N2CCC(c3nc4ccccc4o3)CC2)C(=O)N1c1ccc(F)cc1 (configuration not stated)	-3%	-8%	-8%	0%	10%	-3%	-1%	16%	-3%	0%	-1%
NC(=O)c1ccccc1N/C=C/C(=O)c1ccc(Cl)cc1	u	0.4µM*	-15%	u	1.6µM*	53%	24%	1.4µM*	0.4µM*	-15%	0.24µM*
O=C(NCc1ccccc1)C(=O)Nc1cccc(C(=O)O)c1	x	0.32µM*	44%[activator]	-5%	-26%	-79%[inhibitor]	-6%	7%	0.089µM*	0%	0.67µM*
Cc1ccc(-c2cc3nc(-c4ccccc4)cc(N4CCC5(CC4)OCCO5)n3n2)cc1	2%	-3%	4%	-3%	9%	-12%	7%	u	3%	1%	0%
Cc1ccc(-c2noc(CCC(=O)NC3CCCc4ccccc43)n2)cc1 (configuration not stated)	-6%	-3%	-3%	7%	1%	-27%	4%	-25%	0%	4%	0%
CCOc1ccc(N(CC(=O)NCC2CCCO2)S(=O)(=O)c2ccc(SC)cc2)cc1 (configuration not stated)	0%	-9%	9%	-3%	8%	-17%	-4%	-11%	-1%	x	-4%
C#CCOCCOCCOCCNc1nc(N2CCN(C(=O)[C@H]([C@@H](C)CC)n3cc([C@@H](N)CC(C)C)nn3)CC2)nc(N2CCN(C(=O)[C@H]([C@@H](C)CC)n3cc([C@@H](N)CC(C)C)nn3)CC2)n1	-11%	-3%	-28%	9%	-4%	-12%	-3%	11%	-6%	-5%	-2%
O=C(O)CC1(CC(=O)N2CCOCC2)CCCC1	6%	0%	-4%	0%	-1%	-15%	3%	8%	0%	0%	1%
COc1cccc(C2Nc3ccccc3NC3=C2C(=O)CC(C)(C)C3)c1OC (configuration not stated)	-5%	2%	9%	1%	-5%	-10%	u	6%	-2%	3%	-2%
O=C(NNC1CC(c2ccccc2)=NN1C(=O)c1ccccc1)c1ccccc1 (configuration not stated)	0%	0%	5%	-1%	-4%[10 µM]	-34%	-5%	26%	0%	4%	-10%
COc1cccc(OC)c1C(=O)Nc1cc2c(cc1N1CCOCC1)n(C)c(=O)n2C	2%	3%	5%	11%	-6%	-28%	-5%	-7%	-1%	-10%	0%
COc1ccc2oc(C(=O)OCC(=O)N3CCN(S(=O)(=O)c4ccccc4)CC3)c(C)c2c1	x	-1%	x	-2%	x	-23%	-1%	x	-2%	u	4%
Brc1ccc(N=C/C=C/C=C/Nc2ccc(Br)cc2)cc1	1%	-5%	14%	-2%	-7%	-6%	10%	1%	-3%	-14%	-1%
CCC(=O)Nc1ccc(Cl)c(NC(=O)c2ccc([N+](=O)[O-])cc2)c1	u	1%	3%	3%	-2%	-12%	-1%	39%	-3%	0%	-2%
Cc1cccc2c(N=Nc3ccccc3)c(O)[nH]c12	-3%	2µM*	u	5.2µM*	-4%	3%	u	-17%	1.4µM*	4%	1.5µM*
Cc1ccccc1C(=O)N1CCN(c2ccc(NC(=O)c3ccc([N+](=O)[O-])o3)cc2)CC1	u	6%	22%	-11%	u	-89%	-24%	-28%	-11%	-4%	-2%
CCOc1cc2c3c(c1)C1(Nc4ccccc4S1)C(=O)N3C(C)(C)CC2C (configuration not stated)	-2%	1%	5%	-9%	0%	-67%	4%	25%	-2%	0%	-5%
CC1(CCC(=O)N2CCCC(N3CCN(c4ccc(F)cc4)CC3)C2)CC1 (configuration not stated)	-3%	-3%	4%	-14%	-12%	-9%	-1%	6%	1%	-7%	1%
COCCNC(=O)c1cc(-c2ccc(OC)c(OC)c2)on1	10%	18%	0%	u	15%	54%	5%	-4%	1%	x	-12%
COc1cccc(N2CCN(C(=O)CCNS(=O)(=O)c3ccc4c(c3)c(=O)n(C)c(=O)n4C)CC2)c1	-10%	-7%	11%	5%	0%	0%	-1%	19%	-9%	-4%	4%
Cc1ccc(NC(=O)CN2CC(C)SC2=NC2CCCCC2)cc1 (configuration not stated)	21%	-5%	4%	1%	7%	-10%&-14%	-10%	17%	-1%	-4%&-5%	4%
O=C1c2ccccc2C(=O)N1C/C=C/c1ccccc1	8%	-3%	1%	6%	-5%	8%	u	-21%	-2%	2%	7%
O=C(NC1CC1)C1=C[C@H](C2CC2)C[C@H](OCCCCO)O1	10%	-5%	-7%	0%	-12%	18%	5%	-9%	1%	1%	0%
CNC(=O)c1c(C)nc(SCC(=O)NCc2ccc(OC)cc2)c(C#N)c1-c1ccco1	16%	-2%	0%	-2%	13%	1%	-3%	5%	-2%	0%	6%
CN(CC(=O)NCc1ccccn1)S(=O)(=O)c1ccc(Cl)cc1	2%	0%	1%	3%	-3%	-1%	-7%	10%	-2%	0%	2%
CCOC(=O)C1(CCOC)CCN(C(=O)c2sccc2C)CC1	-6%	-7%	-5%	-2%	5%	15%	0%	2%	-3%	2%	-3%
Nc1ccc(N=Nc2ccccc2)c2cccnc12	u	-17%	19%	16%	8%	26%	u	-37%	18%	u	21µM*
COc1ccc(CC(=O)OCC(=O)Nc2ccc3c(c2)OCO3)cc1	3%	1%	-1%	0%	-14%	-1%	u	20%	-1%	4%	0%
CC(/C=N/n1cnnc1)=C\c1ccccc1	u	x	-1%	x	-5%	5%	x	25%	x	-1%	1%
CCO[C@@H]1OC(C(=O)N2CCN(Cc3ccc4c(c3)OCO4)CC2)=C[C@H](c2csc3ccccc23)[C@H]1CCCO	2%	-3%	5%	-8%	u	-57%	5%	u	-6%	u	0%
CC(OC(=O)C1CCCC1)C(=O)Nc1ccc(C(N)=O)cc1 (configuration not stated)	x	-1%	x	5%	x	24%	3%	x	-4%	-6%	-2%
O=C(OCC1CC(c2ccccc2)=NO1)c1ccco1 (configuration not stated)	-5%	1%	-16%	2%	-10%	8%	14%	-1%	-1%	-5%	7.6µM*
Cc1nnc(NC(=O)CN2CC(C)OC(C)C2)s1 (configuration not stated)	-3%	8%	8%	1%	-3%	1%	u	0%	3%	-3%	3%
Cc1cccc(C)c1NC(=S)NCCSc1ccc(Cl)cc1	-7%	-6%	0%	-11%	u	-47%	-1%	2.5µM*	-2%	6%	1%
COc1ccc(OC)c(S(=O)(=O)N2CCC(c3nc4ccccc4[nH]3)CC2)c1	x	3%	x	-2%	x	-34%	-5%	x	-2%	-1%	0%
COc1cc(-c2nc(CN3CCN(CC(C)C)C(=O)[C@@H]3C)c(C)o2)ccc1F	2%	-3%	8%	-7%	-20%	10%	-4%	5%	-7%	0%	-2%
CCOC(=O)N1CCN(C2OC(=O)c3ccccc32)CC1 (configuration not stated)	-8%	-2%	2%	0%	-4%	25%	12%	-12%	0%	-5%	-2%
COc1ccc(CCC(C)Nc2ccc(F)c(F)c2)cc1 (configuration not stated)	-6%	-1%	13%	-1%	u	-12%	-4%	u	-1%	2%	0%
O=C(CSc1ccccc1)NNC(=O)c1ccncc1	x	-5%	x	2%	x	-2%	-9%	x	-2%	-3%	-1%
O=C(NCc1ccc(OC(F)(F)F)cc1)C1CC2Cn3c(nc4ccccc43)C2N1Cc1ccccc1 (configuration not stated)	3%	-7%	-1%	-5%	-1%	-21%	4%	-17%	1%	3%	4%
COCCNC(=O)C1CC(c2ccc([N+](=O)[O-])cc2)=NO1 (configuration not stated)	u	-6%	14%	2%	8%	9%	0%	-24%	-2%	6%	4%
